GSTO1 inh: counter-screen for RBBP9 inhibitors: inhibitors of human GSTO1 | P78417 | recombinant GSTO1, activity-based probe fluorescence polarization | inhibition, % at 5.96 µM | actives 1.1% (n = 300,000) | AID 1974;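 active = inhibition above the campaign mean inhibition plus 3 SD, cut at about 35% in these data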;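 note: 0% = GSTO1-1 with DMSO and 100% = wells lacking GSTO1-1 enzyme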
pPAFAH inh: pPAFAH (human) enzyme inhibition; actives 1.5% (n = 330,000); recombinant pPAFAH, FP-rhodamine probe fluorescence polarization; Q13093; AID 463082; inhibition, % at 3.39 µM;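 active = inhibition above the mean inhibition across the screen plus 3 SD, cut at about 25% in these data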;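 note: inhibitors block binding of the rhodamine activity-based probe so polarization drops; 0% = enzyme with DMSO and 100% = wells lacking pPAFAH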
Target sequence (Q13093 whole entry, looked up): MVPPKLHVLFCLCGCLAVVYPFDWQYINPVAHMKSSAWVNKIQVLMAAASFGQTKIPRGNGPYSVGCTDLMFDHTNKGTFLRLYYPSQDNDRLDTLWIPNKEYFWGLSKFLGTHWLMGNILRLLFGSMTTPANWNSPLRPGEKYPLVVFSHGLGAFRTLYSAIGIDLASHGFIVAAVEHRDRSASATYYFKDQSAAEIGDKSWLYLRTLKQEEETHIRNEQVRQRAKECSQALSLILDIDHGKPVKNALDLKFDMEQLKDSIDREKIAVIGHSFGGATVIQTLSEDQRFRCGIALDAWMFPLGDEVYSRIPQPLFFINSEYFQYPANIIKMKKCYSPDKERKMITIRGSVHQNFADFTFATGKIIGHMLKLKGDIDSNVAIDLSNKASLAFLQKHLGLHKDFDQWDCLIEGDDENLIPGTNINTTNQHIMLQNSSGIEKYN
PREPL inh: human PREPL enzyme inhibition | Q4J6C6 | recombinant PREPL, fluorescence polarization activity-based probe | inhibition, % at 5.96 µM | actives 0.68% (n = 320,000) | AID 2751; in the data active = inhibition above about 43%;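 note: 0% = enzyme with DMSO and 100% = wells lacking enzyme; many of its hits are not listed in these tables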
PAFAH1B2 FP inh: blocks human PAF acetylhydrolase 1b catalytic subunit 2; P68402; recombinant PAFAH1B2, FP-rhodamine activity probe, fluorescence polarization; inhibition, % at 3.39 µM; actives 1.2% (n = 340,000); AID 492953;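 active = inhibition above the mean of all tested compounds plus 3 SD, cut at about 24% in these data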;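 note: 0% = enzyme with DMSO and 100% = wells lacking PAFAH1B2; many of its hits are not listed in these tables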
PAD4 inh: PAD4 (human) enzyme inhibition; Q9UM07; recombinant PAD4, RCA probe fluorescence polarization; inhibition, % at 6.36 µM; actives 0.41% (n = 330,000); AID 485272;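 active = percent inhibition above a cutoff equal to the mean of all tested compounds plus 3 SD, cut at about 15% in these data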;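 note: 0% = PAD4 with RCA probe and DMSO and 100% = probe without PAD4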
PAFAH1B3 FP inh: blocks human PAF acetylhydrolase 1B catalytic subunit 3 | inhibition, % at 3.39 µM | recombinant PAFAH1B3, FP-rhodamine probe, fluorescence polarization | actives 0.28% (n = 340,000) | Q15102;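 active = inhibition above the screen-wide average of all tested compounds plus 3 SD, cut at about 25% in these data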;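 note: 0% = enzyme with DMSO only and 100% = wells lacking PAFAH1B3 protein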
Target sequence (Q15102 whole entry, looked up): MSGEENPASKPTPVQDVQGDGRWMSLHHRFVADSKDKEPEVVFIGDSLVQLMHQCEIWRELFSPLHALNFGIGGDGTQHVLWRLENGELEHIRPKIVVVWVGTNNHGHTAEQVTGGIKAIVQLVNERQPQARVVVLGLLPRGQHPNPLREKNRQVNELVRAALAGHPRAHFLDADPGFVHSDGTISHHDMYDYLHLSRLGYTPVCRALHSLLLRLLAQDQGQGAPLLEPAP
PAFAH2 inh: PAFAH2 (human) inhibition | AID 492956 | Q99487 | actives 0.99% (n = 340,000) | inhibition, % at 3.39 µM | recombinant PAFAH2, FP-rhodamine activity probe, fluorescence polarization;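 active = inhibition above the mean over all tested compounds plus 3 SD, cut at about 30% in these data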;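 note: inhibitors block probe labeling of enzyme so polarization drops; 0% = enzyme with DMSO and 100% = wells lacking PAFAH2 protein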
LYPLA1 counter: counter-screen for PME1 inhibitors: inhibitors of human LYPLA1 | actives 0.16% (n = 320,000) | AID 2174 | O75608 | recombinant LYPLA1, FP-Rh probe fluorescence polarization | inhibition, % at 5.9 µM;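 active = inhibition above the mean of all tested compounds plus 3 SD, set per campaign, cut at about 14% in these data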;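 note: inhibitors block serine hydrolase probe labeling of LYPLA1 so polarization falls; 0% = enzyme with DMSO and 100% = wells lacking LYPLA1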
Target sequence (O75608 whole entry, looked up): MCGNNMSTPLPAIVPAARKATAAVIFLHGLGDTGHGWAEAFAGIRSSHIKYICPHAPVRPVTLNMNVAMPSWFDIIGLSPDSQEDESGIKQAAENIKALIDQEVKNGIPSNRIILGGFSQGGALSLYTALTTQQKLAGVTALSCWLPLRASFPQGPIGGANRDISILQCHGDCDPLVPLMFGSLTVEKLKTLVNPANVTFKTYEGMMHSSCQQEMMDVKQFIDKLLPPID
LYPLA2 counter: blocks human lysophospholipase 2, a PME1 counter-screen | recombinant LYPLA2, FP-Rh probe fluorescence polarization | O95372 | inhibition, % at 5.9 µM | actives 0.38% (n = 320,000);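 active = inhibition above the screen-wide mean plus 3 SD, limit set per campaign, cut at about 26% in these data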;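 note: 0% = LYPLA2 with DMSO and 100% = wells lacking LYPLA2 enzyme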
* hit, by the source's call; nt = not tested or not shown. These rows are one share of the data. The share of hits here may be higher or lower than overall.

SMILES | GSTO1 inh | pPAFAH inh | PREPL inh | PAFAH1B2 FP inh | PAD4 inh | PAFAH1B3 FP inh | PAFAH2 inh | LYPLA1 counter | LYPLA2 counter
CC(=O)Nc1nnc(SCC(=O)N2CCCc3ccccc32)s1 | 22 | 3 | 14 | -1 | 0 | 4 | 1 | 3 | -2
COC(=O)C1=C(C(=O)OC)[C@@H]2N(C)c3ccc(OC)cc3[C@@]23C[C@@H](C(=O)OC)N(C(=O)NC2CCCCC2)C3=N1 | 3 | 7 | 5 | -1 | 1 | 5 | -4 | 2 | 3
COc1ccc(NC(=S)N2CCN(C(c3ccccc3)c3ccccc3)CC2)cc1OC | 1 | 5 | 9 | 6 | -3 | 3 | -3 | -1 | -6
OCCC1CN(Cc2ccccc2-c2ccco2)CCN1Cc1ccccc1 (configuration not stated) | 12 | -1 | 10 | 0 | -2 | 1 | 3 | -1 | 3
CN(Cc1ccccc1)C(=O)c1nc[nH]c1C(=O)N1CCc2ccccc2C1 | nt | -4 | 8 | 4 | -3 | 18 | 0 | 5 | 6
CC1=NN(c2ccccc2)C(=O)/C1=C/c1cc2cc(C)ccc2nc1N1CCCCC1 | 68* | 13 | 4 | nt | 21* | nt | nt | 1 | 3
Cc1ccccc1N(C(=O)c1ccco1)C(C(=O)NC1CCCC1)c1cccnc1 (configuration not stated) | 1 | -3 | -8 | 1 | 8 | 5 | 0 | 0 | -4
Cc1cc(OC(=O)Cc2cccc3ccccc23)c([N+](=O)[O-])c(=O)[nH]1 | -4 | -5 | 8 | -3 | 2 | 5 | -3 | -2 | 1
O=C(Nc1nc(-c2nc3ccccc3s2)cs1)C1CC1 | -34 | 0 | -30 | 4 | -2 | 7 | 7 | -6 | -9
Cn1nccc1NS(=O)(=O)c1ccc(C(C)(C)C)cc1 | -5 | -1 | 4 | 17 | 2 | 6 | 10 | -3 | -6
Cc1ccc(S(=O)(=O)N/N=C\c2cc3c(cc2[N+](=O)[O-])OCO3)cc1 | 16 | 6 | -2 | 6 | -4 | 14 | 8 | 1 | -1
O=C(O)CCN=Cc1c(O)c2ccccc2oc1=O | -14 | 3 | 10 | -2 | -1 | 6 | -8 | 2 | -5
CC1CCN(C(=O)CSc2nc3c(c(=O)n(C)c(=O)n3C)n2C)CC1 | 1 | 3 | 4 | 7 | 1 | 8 | 16 | 5 | 2
O=C(NC1CCCCCC1)C1Cc2ccccc2CN1C(=O)c1ccco1 (configuration not stated) | 15 | -1 | 3 | 3 | -4 | 6 | 10 | 0 | 1
CCOC(=O)C1C2C=CC3(CN(C4CCCC4)C(=O)C13)O2 (configuration not stated) | 4 | 5 | 3 | 3 | -1 | 2 | 1 | -1 | 1
Cc1cc(NC(=O)C(Cl)c2ccccc2)no1 (configuration not stated) | 27 | -5 | 2 | -2 | 0 | 2 | 2 | 1 | 3
CCOc1ccc(CSC2=NCCN2)cc1Cl | -1 | 2 | -5 | -3 | -6 | 8 | -1 | 6 | 1
CCNC(=O)C(C)Oc1ccc(Cl)cc1Cl (configuration not stated) | 9 | 7 | -4 | 4 | 2 | 1 | -2 | 1 | 5
CCOC(=O)C(=CNc1cc(C)ccc1[N+](=O)[O-])C(=O)OCC | -6 | 2 | -4 | 11 | 0 | 4 | 6 | -3 | -4
Cc1c(NC(=O)c2cccnc2C(=O)O)cccc1C(=O)O | 6 | -4 | 8 | 2 | -5 | 1 | -2 | 1 | 9
COc1ccc(OC)c(Nc2cc(C)nc3nc(C)nn23)c1 | 0 | 7 | 1 | 2 | 1 | 3 | -2 | -2 | -5
CN(CC(=O)Nc1ccc(Cl)c(C(F)(F)F)c1)C(=O)C1CCC1 | 2 | 10 | 9 | 8 | 0 | 0 | -2 | 0 | 3
CCOC(=O)CCSc1nc(C)c2cc(C)c(C)cc2n1 | 0 | 7 | 13 | 4 | 0 | 11 | 1 | 0 | 3
CC1CC(C)CN(C(=O)CSc2nnc3ccccn23)C1 (configuration not stated) | nt | -3 | 10 | 2 | -1 | -4 | -2 | nt | nt
CCCCNS(=O)(=O)c1ccc(NC(=O)C(Sc2ccccc2)c2ccccc2)cc1 (configuration not stated) | -46 | -45 | -10 | -37 | -4 | -58 | -74 | -48 | -97
Cc1ccc(-c2c3c(nc4sc(C(N)=O)c(N)c24)CCCC3)o1 | 3 | 20 | 21 | -3 | -5 | 5 | 4 | 2 | 7
O=C(O)c1ccccc1SCc1cn2cc(Br)ccc2n1 | 3 | -1 | -2 | 0 | -5 | 1 | 6 | 6 | 6
CCCCOC(=O)C(C#N)c1nc2ccccc2nc1N1CCN(Cc2ccc3c(c2)OCO3)CC1 (configuration not stated) | -2 | -2 | -3 | -10 | 2 | -12 | 4 | 2 | 2
CCOc1cc(/C=N/NS(=O)(=O)c2ccccc2)ccc1OS(=O)(=O)c1ccc(C)cc1 | -4 | 3 | -11 | 11 | -4 | 1 | 2 | -3 | 0
COc1cc(CC(=O)Nc2cc(S(C)(=O)=O)ccc2Cl)cc(OC)c1OC | 3 | 2 | -8 | -1 | 0 | 13 | -4 | -3 | -1
COc1cc(OC)cc(C(=O)NC2CC(C)(C)NC(C)(C)C2)c1 | 1 | -3 | 5 | 5 | -3 | 15 | 3 | 5 | 4
COc1cccc(NC(=O)[C@H](CC(C)C)NC(=O)N2CCn3c2nc2ccccc23)c1 | -3 | 2 | 5 | 0 | 4 | 3 | -1 | -5 | -2
COc1ccc(NS(=O)(=O)c2ccc(N3CCOCC3)c(N)c2)cc1 | nt | 9 | 2 | -3 | -3 | 4 | 9 | -1 | 5
c1cnc(-c2noc(CN3CCN(C4C5CC6CC(C5)CC4C6)CC3)n2)cn1 (configuration not stated) | 0 | -7 | -9 | -1 | -11 | -3 | 2 | -4 | -9
COc1ccc(N2CCN(CC(=O)Nc3c(C)cc(C)cc3C)CC2)cc1 | 3 | -6 | 1 | -1 | 6 | 2 | -7 | -2 | 1
COc1c(C)cc(Br)cc1C(=O)Nc1ccc(S(N)(=O)=O)cc1 | -9 | 7 | 2 | 4 | -10 | 10 | 4 | -3 | -7
COc1ccc(C(=O)COC(=O)c2cccs2)cc1 | nt | 4 | 8 | 9 | -1 | 4 | 12 | nt | nt
CC1Oc2ccccc2N(CC(=O)c2ccccc2)C1=O (configuration not stated) | 1 | -1 | 0 | 3 | 3 | 9 | 8 | 1 | 4
Cc1ccc(Nc2c(-c3cccnc3)nc3ccc(Br)cn23)cc1 | 2 | 7 | 8 | 3 | 2 | 9 | -4 | -1 | 7
O=C(NCCO)C1CCN(C(=O)c2ccc(-c3ccccc3)cc2)CC1 | 8 | -1 | 13 | 1 | 0 | 4 | -1 | 1 | 5
CC(C)(C)NC(=O)C1CC(=O)OC12CCCCC2 (configuration not stated) | 3 | 4 | -6 | -1 | -1 | 8 | 1 | -5 | 0
CC1CCCCC1NCC(=O)Nc1ccccc1C(=O)Nc1ccccc1 (configuration not stated) | nt | 1 | -14 | 2 | 2 | 6 | 3 | nt | nt
COc1ccc(S(=O)(=O)N2CCC(C(=O)N3CCCC3)CC2)cc1 | 4 | 2 | 2 | 3 | 2 | -1 | 0 | -1 | 1
CN(Cc1cccs1)C(=O)c1ccc(S(=O)(=O)NCc2ccco2)cc1 | 1 | 1 | -3 | 2 | -5 | -3 | 3 | 0 | 5
Cc1ccc(/C(O)=C/C(=O)C(=O)NC23CC4CC(CC(C4)C2)C3)cc1 | -1 | -2 | 8 | 4 | -1 | 3 | 20 | 1 | -9
CCn1c(SCc2ccccc2)nc2cc(S(N)(=O)=O)ccc21 | 3 | 1 | 11 | -4 | 3 | 0 | 15 | 2 | 4
CCOCC(=O)Nc1c(C(=O)Nc2ccc(OC)cc2OC)oc2ccccc12 | 5 | 6 | 15 | 0 | 1 | 2 | 14 | -1 | 1
Nc1ccc(SCCN2C(=O)c3ccccc3C2=O)cc1 | 3 | -3 | 20 | 3 | -1 | 6 | -1 | -3 | 3
CCOC(=O)CC1C(=O)NCCN1C(=O)c1c(Cl)cccc1Cl (configuration not stated) | -2 | 7 | 5 | 2 | -1 | 4 | 3 | -3 | 1
O=C(CCc1ccccc1)OCC(=O)c1cccc([N+](=O)[O-])c1 | 9 | 15 | 17 | 1 | -4 | 1 | 9 | 0 | 1
CCOC(=O)C[C@H]1c2cc(C(F)(F)F)ccc2S(=O)(=O)N1Cc1ccccc1 | 10 | 7 | 7 | 12 | 2 | 1 | 6 | 3 | 5
Cc1ccc(CN2CC(C(=O)Nc3ccccc3N3CCCC3)CC2=O)cc1 (configuration not stated) | -1 | 3 | 15 | 4 | -1 | -5 | -1 | 0 | 2
CC(C)c1ccc(NC(=O)CN2C(=O)NC(C)(C3CC3)C2=O)cc1 (configuration not stated) | nt | -1 | 1 | 3 | 2 | 6 | 2 | -4 | -1
CCCSc1ncccc1C(=O)O | 5 | -3 | -5 | -1 | -7 | 7 | -1 | 0 | -3
Cc1cc(N2CCOCC2)nc(C(C)C)n1 | 5 | 7 | 8 | 1 | 2 | -3 | 0 | 5 | 5
O=C(Cn1c2c(sc1=O)C1c3ccccc3OCC1CS2)Nc1ccc(Cl)c(Cl)c1 (configuration not stated) | 2 | 0 | 5 | 5 | -4 | 14 | -11 | -21 | -20
Cc1ccc(CSCC(=O)Nc2ccccc2F)cc1 | 7 | 9 | -6 | 4 | -3 | 4 | -1 | -2 | -2
O=C(CSc1nnc(-c2cccs2)n1-c1ccccc1)Nc1ccccc1 | 2 | 3 | -4 | 1 | 1 | 4 | -6 | 2 | 3
CCC(=O)Nc1cc(C)c(OC)c(C)c1 | 7 | 7 | 7 | -3 | 1 | -1 | -3 | -2 | -4
O=C(CN(c1ccc(F)cc1)S(=O)(=O)c1ccccc1)N1CCOCC1 | -1 | 3 | 8 | -3 | 1 | -2 | -4 | 2 | 0
O=C(NCCc1ccco1)C(=O)NCCC1CCCCN1S(=O)(=O)c1ccccc1 (configuration not stated) | 6 | 4 | -20 | 4 | -1 | 6 | -2 | 0 | -2
O=C(NCc1ccc(Cl)s1)C1CCC(=O)N(CCc2cccc(F)c2)C1 (configuration not stated) | 6 | 4 | -6 | 3 | 1 | 8 | 0 | -4 | 0
CC[C@H]1OC(=O)[C@H](C)[C@@H](O[C@H]2C[C@@](C)(OC)[C@@H](O)[C@H](C)O2)[C@H](C)[C@@H](O[C@@H]2O[C@H](C)C[C@H](N(C)C)[C@H]2O)[C@](C)(O)C[C@@H](C)CN(C)[C@H](C)[C@@H](O)[C@]1(C)O | -1 | 4 | -5 | 0 | -1 | 4 | 8 | 0 | 4

Gathered by group, those above containing bromine
SMILES | GSTO1 inh | pPAFAH inh | PREPL inh | PAFAH1B2 FP inh | PAD4 inh | PAFAH1B3 FP inh | PAFAH2 inh | LYPLA1 counter | LYPLA2 counter
O=C(O)c1ccccc1SCc1cn2cc(Br)ccc2n1 | 3 | -1 | -2 | 0 | -5 | 1 | 6 | 6 | 6
COc1c(C)cc(Br)cc1C(=O)Nc1ccc(S(N)(=O)=O)cc1 | -9 | 7 | 2 | 4 | -10 | 10 | 4 | -3 | -7
Cc1ccc(Nc2c(-c3cccnc3)nc3ccc(Br)cn23)cc1 | 2 | 7 | 8 | 3 | 2 | 9 | -4 | -1 | 7

Compound activity (PubChem)
